From PubChem
VP16 counter = counter-screen for ROR gamma inhibitors: Gal4-VP16 reporter; Drosophila S2 Gal4-VP16 UAS-luciferase, luminescence, 20 h; Potency, µM (doses to about 53.6 µM), for inactives: at the top dose activity, negative = inhibition, most hits filed as inhibitors; 3.5% of 310,000 active;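 further: Gal4-VP16 expression switched on by copper sulfate through the metallothionein promoter; on the % scale 0 is the no-effect control and ±100 the full control effect; nearly all actives have a fitted effect of over 50% in size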
FLuc counter = firefly luciferase modulation, counter-screen for miR-21 project. Potency, µM (highest dose often 57.5 µM), for the others: at the top dose activity change, negative = inhibition, most hits filed as inhibitors. 6.9% of 360,000 active. purified FLuc, Km substrates, luminescence inhibition. P08659. AID 588342;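 further: plate controls were vehicle for no effect and reference inhibitor for full effect; nearly all actives have a fitted effect of over 55% in size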
Target sequence (P08659 whole entry, looked up): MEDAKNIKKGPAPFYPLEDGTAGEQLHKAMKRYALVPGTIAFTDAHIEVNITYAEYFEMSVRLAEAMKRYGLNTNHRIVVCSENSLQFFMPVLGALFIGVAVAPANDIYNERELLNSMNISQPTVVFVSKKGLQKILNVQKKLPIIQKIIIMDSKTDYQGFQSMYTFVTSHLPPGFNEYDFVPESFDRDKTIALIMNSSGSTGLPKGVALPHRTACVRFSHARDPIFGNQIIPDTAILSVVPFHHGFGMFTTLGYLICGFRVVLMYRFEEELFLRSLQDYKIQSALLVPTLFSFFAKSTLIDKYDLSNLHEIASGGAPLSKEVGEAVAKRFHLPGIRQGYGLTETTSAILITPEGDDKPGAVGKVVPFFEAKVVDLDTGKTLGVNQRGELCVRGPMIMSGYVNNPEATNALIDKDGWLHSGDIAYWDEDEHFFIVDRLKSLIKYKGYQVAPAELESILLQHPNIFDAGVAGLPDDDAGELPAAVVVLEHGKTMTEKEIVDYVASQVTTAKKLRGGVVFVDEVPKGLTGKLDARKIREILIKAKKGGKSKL
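Purified P. pyralis luciferase (10nM final) with 10uM D-luciferin and 10uM ATP (Km levels) in 50mM Tris acetate pH 7.5, 10mM Mg acetate, 0.01% Tween-20, 0.05% BSA; qHTS 6-point titration, ~60 µM downward; luminescence read.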
BRCA1 expr act = BRCA1 expression activation | 1.1% of 380,000 active | MCF7-BRCA1-FFLuc reporter, luminescence, 48 h; response scale: scaled: vehicle 0%, 10 µM genistein 100% | Potency, µM (highest dose often 46.1 µM), for inactives: at the highest dose activation, hits mostly activators; further: nearly all actives have a fitted effect of over 80% in size; some results filed as inactive show a strong effect at the top dose
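Activators of BRCA1 expression were detected as increased firefly luciferase luminescence in engineered MCF7 cells after 48 h compound incubation. Signals were scaled to genistein 10 microM as full activation.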
p53 reactivator = mutant p53 re-activation in reporter cells; H1299 p53-A138V BP100-luciferase reporter, luminescence, 24 h; Potency, µM (doses to about 92.2 µM), for inactives: at the top dose activity change, positive = activation, most hits filed as activators; 0.063% of 320,000 active; further: % of control where 0% means no effect; nearly all actives have a fitted effect of over 45% in size
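p53-null H1299 cells stably carrying temperature-sensitive p53-A138V and a BP100-luciferase reporter were pinned with compounds (4-point, 1:5 series) and held 24 hrs at 37 deg C. Luminescence was read 10 min after detection reagent.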
Rab9 promoter act = activates the Rab9 promoter; Huh7 Rab9 promoter-luciferase reporter, luminescence, 24 h; Potency, µM (highest dose often 9.22 µM), without a hit: at the highest dose activation, negative = inhibition, hits mostly activators; 2.8% of 320,000 active; further: % of control where 0% means no effect; nearly all actives have a fitted effect of over 60% in size
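Luminescence from Amplite-detected luciferase (10 minutes, ambient) reports Rab9 promoter activation. Before that, stable Rab9-luciferase Huh7 cells (1500/well, reduced-serum OP-MEM I plus 10% FBS) were exposed to compound for 24 hours at 37C.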
uPA generation = inhibitors of cell surface uPA generation; cell surface uPA generation assay, qHTS; Potency, µM (titrated, usually from 38.3 µM), for inactives: top-dose activity change, negative = inhibition, most hits filed as inhibitors; 0.31% of 330,000 active; AID 540303; active means well fitted inhibition curve with a large enough effect; inconclusive means small, poorly fitted or top-dose-only effect; inactive means no such curve, though single readings can be large or run the other way; tested in mouse RAW 264.7 cells; further: on the % scale 0 is the no-effect control and ±100 the full control effect; nearly all actives have a fitted effect of over 55% in size
ELG1 genotoxic = genotoxicity induction in ELG1-luciferase HEK293T cells; 1.3% of 330,000 active; HEK293T ELG1-luciferase reporter, luminescence, 16 h; Potency, µM (highest dose often 46 µM), without a hit: at the highest dose activity change, positive = activation, most hits filed as activators; AID 504466; further: % of control where 0% means no effect; nearly all actives have a fitted effect of over 60% in size
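ELG1-luciferase HEK293T cells, 2,000/well; compound pinned in; 16 hr, 37 °C, 5% CO2; ONE-Glo, 30 min RT; luminescence on CCD imager.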
MBNL1-CUG inh = blocks human MBNL1 binding to CUG repeat RNA | Q9NR56 | TR-FRET MBNL1-His/biotin-(CUG)12 binding, 665/545 ratio | Potency, µM (doses to about 57.5 µM), inactives show at the highest dose activity change, negative = inhibition, most hits filed as inhibitors | 0.036% of 280,000 active; active means well fitted inhibition curve with a large enough effect in the signal ratio, with a control signal flat, not every such curve was filed as active; inconclusive means small, poorly fitted or top-dose-only effect, or effect the other way, or a change in a side signal; inactive means no such curve, though single readings can be large or run the other way; the % refers to the signal ratio; further: on the % scale 0 is the no-effect control and ±100 the full control effect
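Inhibition of protein-RNA binding appears as loss of TR-FRET between terbium anti-His antibody on MBNL1-His and streptavidin-XL665 on biotin-(CUG)12. Activity is normalized to buffer-only and uninhibited-complex controls.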
NPC1 promoter act = activates the NPC1 promoter. Potency, µM (top dose mostly 9.22 µM), for the others: at the highest dose activation, actives largely listed as activators. Huh7 NPC1 promoter luciferase reporter, 24 h. AID 485313. 2.4% of 320,000 active;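 further: % of control where 0% means no effect; nearly all actives have a fitted effect of over 60% in size; reporter is driven by a mutant NPC1 promoter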
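Readout is luciferase luminescence, reflecting NPC1 promoter activation in stably transfected Huh7 cells after 24 h compound exposure at 37 °C in reduced-serum medium with 10% FBS.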
RORg inh = inhibitors of mouse ROR gamma transcriptional activity; P51450; Drosophila S2 Gal4-RORgamma UAS-luciferase reporter, 20 h; Potency, µM (top dose mostly 53.6 µM), inactives show at the top dose activity change, negative = inhibition, actives largely listed as inhibitors; 5.4% of 310,000 active; AID 2551; further: on the % scale 0 is the no-effect control and ±100 the full control effect; nearly all actives have a fitted effect of over 60% in size
Target sequence (P51450 whole entry, looked up, the tested form may be a part): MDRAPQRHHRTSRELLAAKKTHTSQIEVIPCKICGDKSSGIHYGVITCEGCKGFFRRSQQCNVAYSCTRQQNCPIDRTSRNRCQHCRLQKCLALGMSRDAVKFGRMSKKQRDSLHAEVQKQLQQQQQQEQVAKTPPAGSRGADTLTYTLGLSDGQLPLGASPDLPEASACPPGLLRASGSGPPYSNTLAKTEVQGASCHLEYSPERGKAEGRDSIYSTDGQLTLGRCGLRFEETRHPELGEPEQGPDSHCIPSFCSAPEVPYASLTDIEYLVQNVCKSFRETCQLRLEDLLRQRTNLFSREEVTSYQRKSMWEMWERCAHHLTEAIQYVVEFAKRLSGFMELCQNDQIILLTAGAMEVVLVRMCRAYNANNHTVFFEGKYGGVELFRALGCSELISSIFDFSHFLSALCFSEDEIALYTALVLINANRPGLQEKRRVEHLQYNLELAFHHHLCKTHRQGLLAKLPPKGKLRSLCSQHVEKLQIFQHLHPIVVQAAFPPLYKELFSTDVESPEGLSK
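Schneider cells (Drosophila), stable Gal4 DBD–ROR gamma + UAS-luc; 1 hr cmpd preincubation; Cu2+ induction 700 uM final; 20 hr ambient; luminescence.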
Starred values were filed as active, the others as inactive; ? = inconclusive; · = no result given; [ ] = remark or other dose. Unless noted, the call rests on the fitted dose curve; in most records, active means well fitted curve in the direction sought with a large enough effect; inconclusive means small, poorly fitted or top-dose-only effect, or another doubt; inactive means no such curve, though single readings can be large; an effect the other way counts as inactive or inconclusive. Potency means the concentration at half of the fitted maximal effect.

SMILES	VP16 counter	FLuc counter	BRCA1 expr act	p53 reactivator	Rab9 promoter act	uPA generation	ELG1 genotoxic	MBNL1-CUG inh	NPC1 promoter act	RORg inh
CC1c2[nH]c3ccccc3c2C[C@H]2C(=O)N(CCO)CC(=O)N12 (stereo not given in full)	-1%	5%	-14%	-3%	0%	1%	2%	5%	-2%	3%
CCOC(=O)C1(Cc2cccc(F)c2)CCN(Cc2nc(CC)[nH]c2C)CC1	-3%	-1%	-21%	0%	-8%	-3%	-10%	3%	1%	-10%
Cc1ccc(OC(=O)c2cc(=O)c3ccccc3o2)cc1	-4%	0%	-12%	14%	1%	2%	1%	-5%	-1%	-6%
CN(Cc1ccccc1)c1ncnc(N)c1[N+](=O)[O-]	?	0%	-1%	-4%	-8%	1%	-10%	24%	1%	-37%
C/C(=N\NC(=O)c1cc(C)nc2ccccc12)c1ccco1	4%	3%	2%	-6%	-4%	3%	-1%	9%	-3%	-26%
O=C(c1ccc(Cl)cc1)c1oc2ccccc2c1CS(=O)c1ccccc1 (stereo not given)	-24%	7%	-35%	-19%	1%	·	-4%	12%	-5%	34%
CCOc1ccc(N2C(=O)C3C4C=CC(CC4)C3C2=O)c([N+](=O)[O-])c1 (stereo not given)	-10%	-2%	-7%	3%	-5%	-10%	-3%	17%	-5%	0%
CC(=O)N1N=C(N)SC12CCCC2	13%	4%	-1%	5%	-2%	4%	2%	-2%	-4%	1%
CC(C)N(C(=O)COC(=O)c1ccc(Cl)c(S(N)(=O)=O)c1)C(C)C	-17%	0%	6%	-2%	7%	1%	-3%	-3%	-4%	-7%
Cc1c(C(=O)Oc2ccc(-c3cnc4ccccc4n3)cc2)cccc1[N+](=O)[O-]	0%	?	?	?	?	1%	?	5%	?	4%
O=C(N/N=C/c1ccc(N2CCCC2)c([N+](=O)[O-])c1)c1cccnc1	3%	?	-19%	5%	-1%	-1%	3%	?	0%	?
CCc1ccccc1NC(=O)COc1ccc(N2CC(C(N)=O)CC2=O)cc1 (stereo not given)	-3%	1%	-16%	1%	-6%	3%	1%	-11%	0%	-17%
Clc1cccc(Cl)c1CNC1CCCC1	-10%	-2%	18%	-3%	-1%	9%	-6%	-7%	2%	-4%
O=C(NCc1n[nH]c(=S)n1-c1cccc(Cl)c1)c1cccs1	0%	-15%	0%	-1%	0%	-1%	-2%	-3%	-4%	-2%
O=c1c2c(ncn2C2CCCC2)n(Cc2ccccc2)c(=O)n1CCOc1ccc(Br)cc1	-6%	-1%	-29%	-4%	2%	8%	-1%	-7%	-4%	39%
COC(=O)c1cccc(NC(=O)c2ccco2)c1	27%	-18%	72%	14%	13%	1%	0%	?	14%	-10%
CC(=O)N1CCOc2ccc(S(=O)(=O)NC(C)c3ccccc3)cc21 (stereo not given)	-2%	-2%	-11%	0%	-5%	-2%	-4%	-5%	-3%	-1%
COc1ccc(C)cc1S(=O)(=O)Nc1cccc(Cl)c1	-28%	0%	-22%	?	-7%	-1%	-1%	2%	-4%	-13%
Cc1ccnc(NC(=O)CCC(=O)N(CC(=O)NC(C)(C)C)C2CCCC2)c1	2%	0%	-24%	2%	2%	9%	1%	-10%	0%	2%
COc1cccc(CN(C)C(=O)c2cc(S(=O)(=O)NC3CCCCC3)ccc2C)c1OC	·	0%	-31%	-3%	1%	-16%	-3%	·	-3%	·
COc1ccc(-c2nc3c4ccccc4ccn3c2C=O)cc1	4%	-11%	-44%	-2%	7%	6%	3%	64%[activator]	-3%	-15%
Cc1ccc(-n2ncc3c2CC(C)(C)CC3NC(=O)CCn2cncn2)cc1 (stereo not given)	-1%	4%	-19%	1%	0%	4%	0%	0%	1%	25%
O=C(Nc1cc(C(F)(F)F)ccc1-n1cncn1)c1ccc(-c2ccccc2)cc1	-6%	0%	-60%	-1%	-2%	11%	-10%	-19%	2%	?
Cc1ccc(NC(=O)Nc2cccc(C(F)(F)F)c2)nc1	-8%	4%	18%	5%	16%	5%	3%	-4%	17%	0%
c1ccc(C2=NCCCN2)cc1	-1%	5%	-8%	0%	7%	-12%	0%	4%	2%	8%
CN(C(=O)COC(=O)CN1C(=O)c2cccc([N+](=O)[O-])c2C1=O)c1ccccc1	·	5%	3%	-1%	-1%	13%	-2%	·	0%	·
Cc1ccc(C(=O)N2CCCC(CCC(=O)N3CCN(c4ccccn4)CC3)C2)cc1 (stereo not given)	-9%	3%	5%	5%	-15%	11%	-3%	-6%	2%	38%
O=C(Oc1cccc2cccnc12)c1ccc(Br)o1	?	1%	-10%	-8%	10%	1%	0%	7%	7%	11µM*
Cc1ccccc1NC(=O)Cc1nc(COC(=O)CCc2ccccc2)cs1	·	0%	3%	-8%	-2%	2%	1%	·	-1%	·
O=C(Cn1cnc([N+](=O)[O-])n1)NC1CC1	-2%	-1%	4%	-2%	-9%	3%	11%	?	-4%	17%
Cc1cc(C)n(CC(=O)NC2CCCc3c2cnn3-c2ccccc2F)n1 (stereo not given)	1%	-2%	-20%	-1%	0%	4%	-8%	-1%	-1%	21%
CCOC(=O)Cc1csc(NS(=O)(=O)c2ccc(C(F)(F)F)cc2)n1	-3%	-3%	-17%	-3%	-5%	2%	-4%	·	-2%	33%
CCN(CC(=O)Nc1ccc(NC(C)=O)cc1)c1ccc(C(F)(F)F)cn1	-7%	-1%	-3%	-14%	1%	4%	1%	2%	5%	7%
CN(C(=O)COc1cc(=O)n(C)c2ccccc12)c1ccc(Br)cc1	6%	5%	-18%	-6%	-2%	-6%	?	-5%	-2%	-11%
Cc1ccc(N=C2S/C(=C/c3cccc(OCC(=O)O)c3)C(=O)N2C)cc1C	3%	-5%	2%	-2%	-9%	4%	0%	17%	-1%	0%
O=C(N/N=C/c1cc2c(cc1[N+](=O)[O-])OCO2)c1cccnc1	5%	3%	-26%	-5%	9%	3%	-2%	?	-1%	1%
COc1ccc(NC(=O)c2ccccc2N(Cc2ccccc2)S(C)(=O)=O)c(OC)c1	11%	1%	-22%	·	-6%	9%	2%	-4%	-4%	?
Cc1cc(C(=O)COC(=O)/C=C/c2cccc(Br)c2)c(C)n1C	·	4%	-10%	7%	-1%	6%	1%	·	1%	·
COc1ccc(OC)c(NC(=O)c2ccc3nc(-c4ccccc4)c(-c4ccccc4)nc3c2)c1	-25%	4%	·	5%	4%	·	-4%	1%	0%	-18%
COC(=O)C(CC(C)C)NC(=O)c1ccc([N+](=O)[O-])cc1 (stereo not given)	0%	-2%	3%	5%	9%	1%	-2%	?	9%	-19%
C(#Cc1ccccc1)Cn1nnc2ccccc21	?	17µM*	13µM*	?	?	-13%	?	10%	?	27%
CC(C)(C)C1=NN(c2ccc([N+](=O)[O-])cc2)C(c2ccccc2)C1 (stereo not given)	-9%	-3%	-18%	10%	-3%	1%	-1%	10%	0%	13%
Cc1cc(C)n(C(=O)CNc2ccccc2Cl)n1	-5%	-9%	0%	25%	-5%	3%	2%	-12%	1%	-45%
C/C=C(\C)CN1CCc2cc(OC)c(OC)cc2C1	-5%	0%	-1%	11%	-4%	·	4%	-5%	0%	-35%
CCCc1nc2ccccc2c(C(=O)OCC(=O)NCc2ccc3c(c2)OCO3)c1CC	-9%	1%	-25%	-7%	-5%	-1%	-10%	·	0%	?

Quoted from the results shown (10 entries):
SMILES	VP16 counter	FLuc counter	BRCA1 expr act	p53 reactivator	Rab9 promoter act	uPA generation	ELG1 genotoxic	MBNL1-CUG inh	NPC1 promoter act	RORg inh
O=C(N/N=C/c1cc2c(cc1[N+](=O)[O-])OCO2)c1cccnc1	5%	3%	-26%	-5%	9%	3%	-2%	?	-1%	1%
COc1ccc(NC(=O)c2ccccc2N(Cc2ccccc2)S(C)(=O)=O)c(OC)c1	11%	1%	-22%	·	-6%	9%	2%	-4%	-4%	?
Cc1cc(C(=O)COC(=O)/C=C/c2cccc(Br)c2)c(C)n1C	·	4%	-10%	7%	-1%	6%	1%	·	1%	·
COc1ccc(OC)c(NC(=O)c2ccc3nc(-c4ccccc4)c(-c4ccccc4)nc3c2)c1	-25%	4%	·	5%	4%	·	-4%	1%	0%	-18%
COC(=O)C(CC(C)C)NC(=O)c1ccc([N+](=O)[O-])cc1 (stereo not given)	0%	-2%	3%	5%	9%	1%	-2%	?	9%	-19%
C(#Cc1ccccc1)Cn1nnc2ccccc21	?	17µM*	13µM*	?	?	-13%	?	10%	?	27%
CC(C)(C)C1=NN(c2ccc([N+](=O)[O-])cc2)C(c2ccccc2)C1 (stereo not given)	-9%	-3%	-18%	10%	-3%	1%	-1%	10%	0%	13%
Cc1cc(C)n(C(=O)CNc2ccccc2Cl)n1	-5%	-9%	0%	25%	-5%	3%	2%	-12%	1%	-45%
C/C=C(\C)CN1CCc2cc(OC)c(OC)cc2C1	-5%	0%	-1%	11%	-4%	·	4%	-5%	0%	-35%
CCCc1nc2ccccc2c(C(=O)OCC(=O)NCc2ccc3c(c2)OCO3)c1CC	-9%	1%	-25%	-7%	-5%	-1%	-10%	·	0%	?
